FXIIa inh 1536 – factor XIIa (human) inhibition; inhibition, % at 5 µM; AID 800; actives 0.3% (n = 220,000); purified FXIIa, Boc-QGR-AMC fluorogenic substrate, 2 h; P00748; in the data active = inhibition above about 40%;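 note: 0% = enzyme with no compound and 100% = blank without enzyme; many of its hits are not listed in these tables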
Furin inh – human furin inhibition | P09958 | purified furin, fluorogenic substrate cleavage | inhibition, % at 30 µM | actives 0.061% (n = 220,000); in the data active = inhibition above about 25%; note: inactives centre near -15
KLK5 inh – inhibitors of human kallikrein 5 | Q9Y337 | recombinant hK5, fluorogenic AMC substrate cleavage | inhibition, % at 5 µM | actives 0.59% (n = 210,000) | AID 873;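 active = inhibition of 40% or more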;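 note: 0% = enzyme controls without compound and 100% = no-enzyme blanks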
Cl transport mod – modulates chloride dependent transport by human KCC2; KCC2 cells, thallium flux FluoZin-2 fluorescence; B-score of Tl+ flux slope (higher = more flux/activation; lower = inhibition) at 10 µM; actives 2.2% (n = 190,000); AID 1456;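 active = thallium flux slope and its plate-corrected score both differing from the plate sample mean at a set confidence after two filtering rounds, in either direction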;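 note: slope of fluorescence scaled to starting intensity during 10 to 20 s after thallium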
Target sequence (Q9H2X9 whole entry, looked up): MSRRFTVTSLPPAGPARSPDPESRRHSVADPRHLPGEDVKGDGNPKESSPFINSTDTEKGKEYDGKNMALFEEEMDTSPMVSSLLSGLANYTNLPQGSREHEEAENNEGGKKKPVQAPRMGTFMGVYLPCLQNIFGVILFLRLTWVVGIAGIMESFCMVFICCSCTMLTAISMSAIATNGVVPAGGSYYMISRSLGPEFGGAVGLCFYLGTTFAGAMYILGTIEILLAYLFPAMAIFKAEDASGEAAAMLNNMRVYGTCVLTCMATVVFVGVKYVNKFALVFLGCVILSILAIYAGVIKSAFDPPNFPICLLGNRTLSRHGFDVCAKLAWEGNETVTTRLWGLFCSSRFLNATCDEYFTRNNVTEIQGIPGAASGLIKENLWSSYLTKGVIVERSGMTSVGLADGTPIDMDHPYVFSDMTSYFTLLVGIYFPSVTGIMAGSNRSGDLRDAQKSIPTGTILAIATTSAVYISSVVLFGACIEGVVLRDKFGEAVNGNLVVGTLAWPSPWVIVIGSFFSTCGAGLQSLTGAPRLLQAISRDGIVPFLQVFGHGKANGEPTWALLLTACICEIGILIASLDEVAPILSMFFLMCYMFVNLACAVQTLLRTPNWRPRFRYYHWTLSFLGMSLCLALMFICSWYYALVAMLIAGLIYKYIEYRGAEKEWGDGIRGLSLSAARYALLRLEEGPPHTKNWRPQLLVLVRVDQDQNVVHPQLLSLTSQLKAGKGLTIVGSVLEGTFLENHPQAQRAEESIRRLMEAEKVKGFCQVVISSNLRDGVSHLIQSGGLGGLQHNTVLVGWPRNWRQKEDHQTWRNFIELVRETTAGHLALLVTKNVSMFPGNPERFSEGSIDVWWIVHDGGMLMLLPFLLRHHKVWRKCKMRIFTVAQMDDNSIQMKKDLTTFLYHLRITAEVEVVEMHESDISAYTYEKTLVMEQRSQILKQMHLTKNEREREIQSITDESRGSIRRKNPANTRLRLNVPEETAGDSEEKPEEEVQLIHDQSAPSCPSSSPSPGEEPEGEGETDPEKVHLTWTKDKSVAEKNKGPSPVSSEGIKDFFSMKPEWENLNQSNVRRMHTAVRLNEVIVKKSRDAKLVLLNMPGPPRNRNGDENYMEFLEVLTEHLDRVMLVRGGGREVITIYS
Thrombin inh – blocks human thrombin protease activity; P00734; alpha-thrombin, Boc-VPR-AMC fluorogenic substrate cleavage; inhibition, % at 5 µM; actives 0.26% (n = 220,000); AID 1046;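 active = inhibition at or above 40%; inactive = inhibition below 40%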;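 note: 0% = enzyme with no compound and 100% = wells without enzyme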
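Test system: human alpha-thrombin protein / Dosing: one concentration per compound, 5 µM, with 0.2% DMSO / Medium: pH 7.5 Tris-saline with Tween 20 / Benchmarks: no-compound enzyme wells and no-enzyme blanks / Read-out basis: percent inhibition of thrombin substrate cleavage / Timing: reaction at room temperature / Measured by: fluorescence, ex 355 nm, em 460 nm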
m-calpain inh – calpain II (pig) inhibition | purified calpain II, fluorogenic peptide substrate, 30 min | actives 0.37% (n = 220,000) | inhibition, % at 16 µM;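 active = inhibition above about 50%, limit read from the data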
Rad51 HR inh – blocks human Rad51 in homologous recombination | Q06609 | actives 0.085% (n = 200,000) | hRad51 DNA strand exchange, fluorescence dequenching | inhibition, % at 10 µM | AID 1385;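 active = inhibition above 40% at the single screening dose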;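 note: 0% = DMSO control wells and 100% = blanks with heterologous ssDNA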
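Material: human Rad51–ssDNA filaments; Probe or stimulus: labelled 47-mer dsDNA for strand exchange; Doses: single 10 µM dose; Incubation: 37 °C 15-min filament assembly, 30-min compound preincubation, 15-min exchange; Technique: FRET fluorescence dequenching, excitation 485 nm, emission 520 nm; Measure: Fluorescence-based percent inhibition, control- and blank-normalised; Benchmarks: plate control and blank wells.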
FXIa inh 1536 – inhibitors of human coagulation factor XIa. inhibition, % at 5 µM. purified FXIa, Boc-Glu-Ala-Arg-AMC fluorogenic substrate. actives 0.14% (n = 220,000);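 active = inhibition of at least 40%; inactive = inhibition below 40%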;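 note: fluorescence of freed AMC excited at 355 nm; 0% = enzyme without compound and 100% = no enzyme blank; many of its hits are not listed in these tables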
PERK inhibitor – inhibitors of human PERK kinase | CHO PERK-DD fusion, SEAP luminescence translation reporter | inhibition, % at 5.6 µM | actives 0.17% (n = 220,000);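 active = inhibition above the mean inhibition of all tested compounds plus 3 SD, set separately per screening campaign, cut at about 2.9% in these data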;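 note: PERK kinase domain activated by AP20187 dimerizer at 100 nM; 0% = DMSO with dimerizer and 100% = rapamycin at 8.4 µM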
* hit, by the source's call; . = not tested or not shown; & = joins results of further samples; [ ] = dose if it differs, or a comment. This is a subset (hit frequency here may not be typical).

smiles,FXIIa inh 1536,Furin inh,KLK5 inh,Cl transport mod,Thrombin inh,m-calpain inh,Rad51 HR inh,FXIa inh 1536,PERK inhibitor
C/C(=N\NC(=O)c1ccn(C)n1)c1cccc(NC(=O)c2ccc(C)s2)c1,5,-19,-14,-1.4,-4,5,5,3,0.3
COc1ccc(N(C(C)C(=O)NC2CCCCCC2)S(C)(=O)=O)cc1 (centres undefined),13,2[20 µM],62*,0.39,28,28,0,3,-1.1
Cc1c(C)c(C)c(CO/N=C/c2cccs2)c(C)c1C,4,-10,0,.,-3,10,12,4,-0.3
COC(=O)c1ccc(COC(=O)CNS(=O)(=O)c2ccccc2)cc1,26,-12,23,-0.04,55*,23,-5,31,1.1
COc1ccc(N(Cc2cc3cccc(C)c3[nH]c2=O)C(=O)C2CCCO2)cc1 (centres undefined),1,4,54*,-0.3,-6,14,-8,9,-1.6
O=[N+]([O-])c1ccc(-c2cn3c(n2)CCC3)cc1,5,-6,-1,0.8,-3,-15,3,-12,1.2
CN1C(=O)CC(C(=O)O)SC1=Nc1cc(Cl)cc(Cl)c1 (centres undefined),10,-24,-6,0.0056,-1,0,4,12,1.4
COc1cccc(NC(=O)C2CC(=O)N(C)C(=Nc3cccc(F)c3)S2)c1 (centres undefined),20,-25,-11,.,5,-17,-1,10,0.3
Clc1cccc(-c2nnc(SCc3nc4ccccc4[nH]3)n2Cc2ccco2)c1,-10,-8,-22,-1.1,2,8,-5,-15,0.6
Cc1cc(-n2c(C)cc(C(=O)COc3ccc([N+](=O)[O-])cc3)c2C)no1,5,4,-1,-0.64,-4,-32,13,-3,0.2
CCc1nnc(NC(=O)CSc2nnc(CNC(=O)c3ccc(OC)c(OC)c3)o2)s1,7,-18,-6,0.52,2,-4,22,-1,0.2
Cc1cc(N2CCN(C)CC2)nc2ccc(NC(=S)NCCN3CCc4ccccc4C3)cc12,9,-13,4,-0.33,-4,-56,-3,1,0.3

Compounds listed so far with an aryl thioether with sulfur outside any ring:
smiles,FXIIa inh 1536,Furin inh,KLK5 inh,Cl transport mod,Thrombin inh,m-calpain inh,Rad51 HR inh,FXIa inh 1536,PERK inhibitor
Clc1cccc(-c2nnc(SCc3nc4ccccc4[nH]3)n2Cc2ccco2)c1,-10,-8,-22,-1.1,2,8,-5,-15,0.6
CCc1nnc(NC(=O)CSc2nnc(CNC(=O)c3ccc(OC)c(OC)c3)o2)s1,7,-18,-6,0.52,2,-4,22,-1,0.2

Thrombin inh, entries above that show a hit
Compound | FXIIa inh 1536 | Furin inh | KLK5 inh | Cl transport mod | Thrombin inh | m-calpain inh | FXIa inh 1536 | PERK inhibitor
COC(=O)c1ccc(COC(=O)CNS(=O)(=O)c2ccccc2)cc1 | 26 | -12 | 23 | -0.04 | 55* | 23 | 31 | 1.1

Additional compounds.
smiles,FXIIa inh 1536,Furin inh,KLK5 inh,Cl transport mod,Thrombin inh,m-calpain inh,Rad51 HR inh,FXIa inh 1536,PERK inhibitor
CC(C)(O)C#Cc1ccccc1C(=O)NC(CC(N)=O)C(=O)O (centres undefined),-4,-20[20 µM],-12,.,-6,-4,2,-9,0.8
Cc1cc(C)nc(CCNC(=O)c2cc(COc3c(F)cccc3F)on2)n1,0,-20,.,.,-7,-21,.,-1,0.2
N#CC(C(=O)OCc1ccccc1)c1nc2ccccc2nc1N1CCOCC1 (centres undefined),7,-3,-12,-2,-7,29,-3,-3,-0.4
CCN(C(=O)COC(=O)c1ccc(Cl)nc1)C1CCS(=O)(=O)C1 (centres undefined),-5,-26,-19,-0.0042,0,21,4,-2,-0.1
O=C(COC(=O)C1(c2ccc(F)cc2)CCCC1)Nc1ncc(C(F)(F)F)cc1Cl,10,-8,1,-0.64,-3,22,-6,-2,1.6
Nc1cc(=O)[nH]c(=S)n1-c1cccc(C(F)(F)F)c1,4,-16[20 µM],-16,.,-2,6,-2,-10,1.9
O=C(CC1C(=O)NCCN1Cc1cccc(Oc2ccccc2)c1)NCCc1ccccn1 (centres undefined),9,-14,.,0.047,-3,0,-7,1,0.1
CCCCNC(=S)N/N=C/C1=CCC2CC1C2(C)C (centres undefined),9,1,-7,2.7,-4,26,2,6,0.0
CCC(C(=O)OC)n1c(-c2ccccc2)nc2ccccc2c1=O (centres undefined),7,-19,-14,.,-4,11,-2,-1,0.1
Cn1c(C(=O)NC2CCCCC2)cc2c(=O)n(C)c3ccccc3c21,12,-25,-4,.,-2,-36,0,5,-0.8
COc1ccc(NC(=O)c2sc3nc(Cc4ccccc4)cc(C(F)(F)F)c3c2N)cc1OC,10,-10,19,-0.49,1,-30,-9,11,-0.4
CCOC(=O)Cc1csc(NC(=O)c2ccc(C)o2)n1,3,-14[20 µM],-5,0.68,-5,14,-1,-10,0.3

One compound at a time, from the list above. Screens in order: FXIIa inh 1536 | Furin inh | KLK5 inh | Cl transport mod | Thrombin inh | m-calpain inh | Rad51 HR inh | FXIa inh 1536 | PERK inhibitor
`CCC(C(=O)OC)n1c(-c2ccccc2)nc2ccccc2c1=O` (centres undefined) is entered as 7 | -19 | -14 | . | -4 | 11 | -2 | -1 | 0.1
`Nc1cc(=O)[nH]c(=S)n1-c1cccc(C(F)(F)F)c1` is entered as 4 | -16[20 µM] | -16 | . | -2 | 6 | -2 | -10 | 1.9
`COc1ccc(NC(=O)c2sc3nc(Cc4ccccc4)cc(C(F)(F)F)c3c2N)cc1OC` is entered as 10 | -10 | 19 | -0.49 | 1 | -30 | -9 | 11 | -0.4

Going on with the list.
smiles,FXIIa inh 1536,Furin inh,KLK5 inh,Cl transport mod,Thrombin inh,m-calpain inh,Rad51 HR inh,FXIa inh 1536,PERK inhibitor
O=C(Cn1c(CO)nc2ccccc21)Nc1ccccc1Cl,3,-27,-4,1.9,-4,-6,0,-4,1.8
O=C(CSC(=S)N1CCSCC1)c1ccc(Cl)cc1,5,-26,-9,0.51,-3,20,13,-3,0.5
CCOC(=O)c1c(C)[nH]c(C(=O)OCC(=O)N2c3ccccc3CC2C)c1C (centres undefined),8,-21,-4,-1.4,0,19,-1,-5,0.6
COc1ccc(N2C(=O)CC(N3CCCCC3)C2=O)cc1 (centres undefined),6,-14,7,-0.21,-6,-3,9,-3,1.1
CCC(c1nnnn1C(C)(C)C)N(CCOC)Cc1cc2cccc(C)c2n2nnnc12 (centres undefined),9,-15,-11,.,0,-13,-7,2,-0.5
CCOc1ccccc1NC(=O)/C(C#N)=C/c1c(C)nn(-c2ccccc2)c1Cl,15,-6,-12,-0.56,-5,-26,0,7,0.6
O=C(COc1ccccc1)N1CCc2ccccc21,11,-2,-19,-0.19,-12,20,0,5,0.4
COc1ccc(S(=O)(=O)NN=C2CCCCC2)cc1,13,-10[20 µM],5,-0.55,3,-20,3,11,0.5
COCCN(CCOC)C(=O)CC(=O)N(CCOC)CCOC,11,-20[20 µM],0,.,-1,17,6,2,0.3
Cc1ccccc1NC(=O)N1CCN(S(=O)(=O)c2ccccc2)CC1,11,-25,.,.,1,-22,24,6,1.9
Cc1nonc1OCCN1CCN(c2ccc([N+](=O)[O-])cc2)CC1,6,-6,-5,-0.6,-4,-4,16,5,0.8
CCOC(=O)C1=C(C)NC(C)=C(C(=O)OCC)C1C(=O)OCC(=O)N(CC)C1CCS(=O)(=O)C1 (centres undefined),9,-15,2,0.079,-7,-71,14,4,-0.2

The list goes on:
Below each compound: FXIIa inh 1536 | Furin inh | KLK5 inh | Cl transport mod | Thrombin inh | m-calpain inh | Rad51 HR inh | FXIa inh 1536 | PERK inhibitor
- CN(C)CCC(=O)c1cccc(Br)c1
 : 4 | -23 | -5 | -0.18 | -7 | -17 | 0 | 4 | 0.5
- O=C(Nc1ccccc1O)c1cccc(S(=O)(=O)N2CCOCC2)c1
 : 4 | -22 | 3 | -0.4 | -2 | -11 | -10 | 0 | 0.6
- Cn1cc(SCC(=O)N2CCCc3ccccc32)c2ccccc21
 : 19 | -20 | 0 | -0.73 | -3 | -21 | 2 | 6 | 0.3
- CCn1c(SCc2nc3ccccc3c(=O)[nH]2)nnc1-c1ccncc1
 : 21 | -24[20 µM] | -24 | . | 5 | -27 | 1 | 4 | -0.1
- Cn1c(=O)c2c(ncn2CC(=O)OCC(=O)NCc2ccc(Cl)cc2)n(C)c1=O
 : 3 | -15 | -3 | -0.56 | 0 | -1 | -8 | 5 | 0.8
- CC1(C(=O)O)CCC(C(=O)Nc2ccccc2)C1(C)C (centres undefined)
 : 6 | -23[20 µM] | 2 | . | -4 | -13 | 0 | -5 | 0.9
- COc1ccc(C(=O)c2cnc3cc4c(cc3c2C)OCO4)cc1
 : 0 | -6[20 µM] | 74* | . | 34 | 33 | 0 | 9 | -1.0
- CCCOC(=O)Nc1cc(OC)c(Cl)cc1OC
 : 5 | -15[20 µM] | -8 | . | -3 | -15 | . | -5 | 0.1
- CCc1nc(SCc2ccc([N+](=O)[O-])cc2)n[nH]1
 : 9 | -6 | -2 | 0.21 | -1 | -5 | -24 | 6 | 1.4
- COc1ccc2[nH]c(=O)c(CN(Cc3nnnn3Cc3ccco3)C3CCCCC3)cc2c1
 : 18 | -18 | -13 | . | 6 | -13 | -12 | 7 | -0.7
- Cc1cc(C)c[n+](-c2nc3ccccc3nc2[N-]S(=O)(=O)c2cccs2)c1
 : 1 | -10 | -2 | -0.091 | -9 | 4 | -14 | 6 | 0.8
- COc1cc(-c2nnc(COc3ccc(Cl)cc3C)o2)cc(OC)c1OC
 : -6 | -14[20 µM] | -23 | . | -11 | -27 | 8 | -6 | 0.4
- O=c1c2ccccc2nc2n1CC/C2=C\c1ccccc1[N+](=O)[O-]
 : 16 | -9[20 µM] | 3 | . | 5 | 15 | -1 | 6 | 0.9
- Cc1ccc(C(C)C)c(OCC(=O)NN=C2CCCC2)c1
 : 11 | -26 | 0 | -1.1 | -15 | -2 | 5 | -5 | 0.8
- COc1cccc(C(=O)NC2CCN(C(=O)N3CCCCC3)CC2)c1
 : 20 | -19 | -5 | 1.1 | -7 | 3 | 0 | 2 | -0.8
- CCN(Cc1ccncc1)S(=O)(=O)c1ccc(C(C)=O)cc1
 : 2 | -10 | -1 | 1.4 | -11 | -71 | -9 | 1 | 0.3
- CCCc1ccc(/C=C2\C(=O)c3ccccc3C(O)=C2C(=O)OCC)cc1
 : 12 | -11[20 µM] | -13 | . | 4 | -6 | -1 | 8 | 1.1
- CN(C(=O)C1CCOC1)c1nnc(-c2cccnc2)s1 (centres undefined)
 : 17 | -25[20 µM] | -20 | 0.042 | 1 | -13 | -4 | 0 | 0.6
- CCOC(=O)N1CCN(Cc2nc(N)nc(Nc3ccc(OCC)cc3)n2)CC1
 : 5 | -18[20 µM] | 1 | 0.63 | -1 | 7 | -1 | -6 | -0.6
- O=C1c2ccccc2N2C(=O)c3ccccc3C2N1Cc1ccco1 (centres undefined)
 : -4 | -35 | 11 | . | -8 | 23 | 0 | -4 | 0.0
- O=C(OCCN1CCOCC1)c1cccnc1
 : -3&14 | 2 | 4&-6 | 0.74 | -8&2 | 1&-31 | -5&-3 | 1&2 | 1.2&1.0
- Fc1ccc(Nc2nc(-c3cccnc3)cs2)cc1
 : 6 | -19 | 0 | . | -12 | 8 | 4 | -6 | -0.7
- COCC(=O)N(Cc1nc2ccccc2c(=O)[nH]1)Cc1cccs1
 : 11 | -13[20 µM] | -19 | 0.39 | -5 | -10 | . | -4 | -0.8
- Cc1ccnc(SCC(=O)N2CCN(c3cccc(Cl)c3)CC2)n1
 : 7 | -10[20 µM] | -2 | -0.39 | -2 | 12 | 6 | -2 | -0.7

Compound activity: PubChem BioAssay, several laboratories
